Source: PubChem (The Scripps Research Institute Molecular Screening Center)
OXTR ag: human OXTR agonists, primary screen, fluorescence, CHO-OTR cells, Fluo-8 calcium | hit rate 0.32% among 320,000 | activation, % at 3 µM | Fluo-8 calcium fluorescence; normalized: DMSO 0%, oxytocin 100%;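 active = activation above the mean of all tested compounds plus 3 SD, cutoff set per screening run, cut at about 20% in these data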;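 note: peak over basal fluorescence ratio from a 100 s FLIPR kinetic read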
Target sequence (P30559 whole entry, looked up): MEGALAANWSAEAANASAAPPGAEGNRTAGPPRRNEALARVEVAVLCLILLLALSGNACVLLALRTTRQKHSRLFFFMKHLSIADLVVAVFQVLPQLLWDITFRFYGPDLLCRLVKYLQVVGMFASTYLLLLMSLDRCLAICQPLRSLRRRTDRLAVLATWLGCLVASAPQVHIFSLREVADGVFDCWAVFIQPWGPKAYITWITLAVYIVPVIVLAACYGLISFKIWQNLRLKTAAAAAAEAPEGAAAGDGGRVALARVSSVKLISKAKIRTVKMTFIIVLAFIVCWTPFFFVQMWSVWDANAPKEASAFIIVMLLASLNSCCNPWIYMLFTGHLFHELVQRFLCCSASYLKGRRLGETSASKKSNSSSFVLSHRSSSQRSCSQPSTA
GPR7 antagonist: GPR7 receptor antagonists, primary screen, cell-based, fluorescence, single concentration; Neuropeptides B/W receptor type 1 (Homo sapiens), P48145; inhibition, % at 4.4 µM; hit rate 1.1% among 290,000; GPR7-expressing cells, fluorescence antagonist assay; AID 1861, 2009; in the data active = inhibition above about 16%, passing the limit was not always enough;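 note: cells stimulated with the agonist NPW; 0% = agonist with vehicle and 100% = vehicle without agonist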
Target sequence (P48145 whole entry, looked up): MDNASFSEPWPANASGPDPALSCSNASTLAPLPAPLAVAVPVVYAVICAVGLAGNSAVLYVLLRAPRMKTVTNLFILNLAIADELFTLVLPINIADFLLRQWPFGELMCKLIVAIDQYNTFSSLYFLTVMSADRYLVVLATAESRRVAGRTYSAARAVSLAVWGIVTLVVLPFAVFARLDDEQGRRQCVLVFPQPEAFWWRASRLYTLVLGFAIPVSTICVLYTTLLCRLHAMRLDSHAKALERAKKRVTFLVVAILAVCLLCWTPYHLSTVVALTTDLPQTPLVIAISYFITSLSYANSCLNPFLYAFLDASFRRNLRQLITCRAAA
M1 PAM parental: nonselective calcium activators in parental CHO-K1 cells, primary screen, counter-screen for M1 PAM project, cell-based, Fluo-8 calcium fluorescence, full deck, 1536-well; hit rate 0.02% among 360,000; AID 602247, 2012; ATP EC20; 0% at ATP EC20, 100% at ATP max; activation, % at 3 µM;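 active = activation above the run cutoff, the mean activation of all test compounds plus 3 SD, cut at about 40% in these data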;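 note: peak over basal fluorescence ratio in a 140 s read after ATP addition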
CHO-K1 Ca antag: nonselective inhibitor or artifact in parental CHO-K1 cells; hit rate 0.6% among 360,000; ATP-induced calcium, Fluo-8 fluorescence; AID 602250; inhibition, % at 3 µM;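 active = inhibition above a per-plate cutoff, the plate's mean sample inhibition plus 3 SD, cut at about 24% in these data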;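 note: 0% = DMSO plus EC80 ATP and 100% = DMSO alone without ATP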
CHO-K1 Ca ag: counter-screen for M1 agonists: effect in parental CHO-K1 cells; Fluo-8 calcium fluorescence; scaled to maximal ATP response, vehicle zero; activation, % at 3 µM; hit rate 0.48% among 360,000; AID 602248, 2012; in the data active = activation above about 15%;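 note: untransfected CHO-K1 host cells lacking M1 receptor as counterscreen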
V1R ag counter: agonists of human V1a receptor, primary screen, counter-screen for OXTR agonist project, fluorescence, CHO-V1R cells; Vasopressin V1a receptor (Homo sapiens), P37288; Fluo-8 calcium fluorescence, agonist mode; 0% DMSO, 100% 3 nM vasopressin; activation, % at 3 µM; hit rate 0.25% among 320,000;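 active = activation above the mean activation of all tested compounds plus 3 SD, per screening run, cut at about 20% in these data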;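 note: signal is peak over basal fluorescence ratio across a 100 second FLIPR read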
TAAR1 antagonist: human TAAR1 antagonists, primary screen, Fluo-8 calcium fluorescence, CHO RD-HGA16 cells. antagonist. AID 624466, 2012. inhibition, % at 3 µM. Trace amine-associated receptor 1 (Homo sapiens), Q96RJ0. hit rate 1.5% among 360,000;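 active = inhibition above a per-plate cutoff, the mean inhibition of test compounds on that plate plus 3 SD, cut at about 49% in these data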;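 note: 0% = DMSO plus EC80 beta-PEA response and 100% = DMSO alone without agonist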
Target sequence (Q96RJ0 whole entry, looked up): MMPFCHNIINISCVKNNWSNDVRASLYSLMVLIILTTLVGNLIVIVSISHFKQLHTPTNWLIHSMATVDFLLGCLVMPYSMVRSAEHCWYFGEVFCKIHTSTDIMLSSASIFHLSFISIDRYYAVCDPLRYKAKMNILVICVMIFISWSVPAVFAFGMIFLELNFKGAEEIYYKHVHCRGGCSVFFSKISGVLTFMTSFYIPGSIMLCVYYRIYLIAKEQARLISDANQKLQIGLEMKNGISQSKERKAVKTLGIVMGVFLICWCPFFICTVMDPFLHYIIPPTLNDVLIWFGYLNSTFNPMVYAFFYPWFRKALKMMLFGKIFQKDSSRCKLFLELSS
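System: RD-HGA16 CHO cells with stable hTAAR1 and Gα16 | Probe or stimulus: EC80 β-phenethylamine stimulus | Dosing: 3 µM, single point | Times: Dye loading 75 min at 37 °C, then 30 min room temperature | Measured by: Fluo-8 calcium-sensitive fluorescence | Read-out basis: % inhibition of agonist calcium response | Replicates: n of 1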
CHO parental Ca: ATP-evoked calcium signal inhibitors, parental CHO, primary screen, counter-screen for OX1R antagonist project, cell-based, fluorescence, Fluo-8 calcium dye; parental CHO-K1, ATP-induced calcium, Fluo-8 fluorescence; inhibition, % at 5.6 µM; hit rate 0.63% among 330,000;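 active = inhibition above that plate's mean sample inhibition plus 3 SD, cut at about 26% in these data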;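 note: 0% = ATP-challenged DMSO wells and 100% = DMSO wells without ATP; some compounds past the cut are filed as inactive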
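Test system: untransfected parental CHO cell line; also added: ATP stimulus; dosing: 5.6 µM, single dose; signal: calcium-sensitive Fluo-8 fluorescence; measure: percent inhibition of ATP-evoked calcium rise, normalized to controls; benchmarks: low control ATP plus DMSO, high control DMSO only; replication: one well per compound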
OXTR potentiator: human OXTR potentiators, primary screen, fluorescence, CHO-OTR cells, Fluo-8 calcium; Fluo-8 calcium fluorescence, potentiator mode; 0% = oxytocin EC15, 100% = EC100; activation, % at 3 µM; hit rate 0.061% among 320,000;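 active = activation above that plate's cutoff, the mean activation of tested compounds plus 3 SD, cut at about 6.6% in these data, passing the limit was not always enough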;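 note: 100% uses oxytocin at 75 nM as the full agonist control; some results filed as inactive read as strong as hits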
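Assay system: CHO-OTR cells, human receptor / Also added: oxytocin at about EC15, sub-maximal agonist stimulus / Dosing: single dose, 3.0 µM nominal final compound concentration / Incubation: 6 min pre-incubation, 100 s read / Technique: Fluo-8 calcium dye fluorescence / Read-out: % activation vs EC15 and EC100 oxytocin / Benchmarks: EC15 oxytocin low, 75 nM oxytocin high / Replicates: singlicate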
Starred values were filed as active, the others as inactive; . = no result given. An unsorted share of the library; any-hit rate near 3.5%.

SMILES	OXTR ag	GPR7 antagonist	M1 PAM parental	CHO-K1 Ca antag	CHO-K1 Ca ag	V1R ag counter	TAAR1 antagonist	CHO parental Ca	OXTR potentiator
CCN1CCN(C(=O)C(=O)c2c(C)[nH]c3ccccc23)CC1	0.7	2	0	-5	1.5	0.1	-7	8	-13
COCCCN(C(=O)CSc1nc2ccccc2c(=O)n1C)c1c(N)n(Cc2ccccc2)c(=O)[nH]c1=O	.	.	13	-8	0.3	.	9	.	.
COc1ccc(C2CC(c3cccs3)=NN2C(=O)CSc2nc(=O)n3ccccc3n2)cc1 (stereo not drawn)	0.4	.	3	-2	1.1	1.0	-10	-7	-19
CCOc1ccc(NC(=O)CCN2CCN(c3ccccc3)CC2)cc1	-1.0	-18	2	0	-0.1	0.1	-9	-13	-6
COCCCNC(=O)c1c(-c2ccccc2)noc1C	-0.4	0	14	-8	-0.2	0.0	18	3	1
C/C(=N\N=c1/sc2ccccc2n1C)c1ccc(N2CCOCC2)cc1	-0.3	-8	17	-6	1.7	0.7	-11	-12	-4
Cn1c(=O)cc(SCC(=O)NCC2CCCO2)c2ccccc21 (stereo not drawn)	1.9	-18	8	-11	0.6	-0.2	-1	-5	-14
O=C(NCc1cccs1)c1cc(S(=O)(=O)N2CCOCC2)ccc1N1CCCC1	-0.8	.	-5	-7	0.8	-0.1	-10	-11	1
O=C(NCc1ccc2c(c1)OCO2)C1CC(=O)N(CCc2ccccc2)C1 (stereo not drawn)	-0.1	3	9	-4	-0.1	0.6	-7	-3	-1
CCC(=O)Nc1ccc2ccccc2c1	-1.0	-4	17	-15	0.7	0.2	-13	-14	-1
Nn1cnnc1SCC(=O)Nc1ccc2c(c1)OCO2	0.9	-1	12	0	0.6	1.0	.	-7	-2
CCOc1ccc(C(=O)CCC(=O)N2CCN(c3ccc(O)cc3)CC2)cc1	-0.3	.	-2	-2	1.1	1.7	2	-3	-6
CCCCC(=O)N/C(N)=N/c1nc2ccccc2o1	-3.0	-7	14	-7	3.1	2.2	-19	-18	-15
Cc1ccc(NC(=O)COC(=O)c2ccc3c(c2)OCO3)c(C)c1	0.7	-14	27	-21	1.1	0.7	-3	-6	-2
O=C(Nc1ccc(Cl)c(Cl)c1)N(Cc1cccnc1)Cc1ccco1	2.0	2	7	1	8.1	4.6	15	3	-6
CN(C(=O)COC(=O)CNC(=O)c1ccc2ccccc2c1)c1c(N)n(Cc2ccccc2)c(=O)[nH]c1=O	-0.3	2	18	-8	0.9	1.6	-12	1	-5
C=CCC(CC=C)(C(N)=O)c1ccccc1	1.0	-11	1	-5	1.5	0.3	-26	-9	-4
CC1(C(=O)NS(=O)(=O)c2cccs2)CCN1C(=O)Cc1ccc(-c2ccccc2)cc1 (stereo not drawn)	.	.	13	-2	-0.1	.	-11	.	.
Cc1ccc(-c2nnc(SCC(=O)NC3CCCC3)n2C)cc1	0.0	-14	30	-13	0.6	0.1	-14	-5	1
Cc1cc(C)c2[nH]c(=O)c(CN(Cc3ccc4c(c3)OCO4)Cc3nnnn3C3CCCC3)cc2c1	0.3	-7	9	-9	1.3	0.4	19	-36	-2
C[C@]12C(=O)N(c3ccc(Br)cc3)C(=O)N1[C@H]1c3ccccc3OC[C@@H]1[C@H]2c1ccccc1	2.9	.	-4	-7	0.4	2.9	12	-5	8
CC(C(=O)NCCc1nc2ccccc2[nH]1)n1cc([N+](=O)[O-])cn1 (stereo not drawn)	1.3	-23	18	-13	3.9	1.1	8	-7	3
CN(Cc1ccccc1)C(=O)c1ccc(NC(=O)Cc2cccc(NC(=O)C3CCCN(C(=O)C4CCCC4)C3)c2)cc1 (stereo not drawn)	2.2	.	-5	-3	0.1	1.1	21	-17	-4
CCOC(=O)c1ccc(NC(=O)c2cc(C)nc3ccccc23)cc1	0.3	7	16	-5	1.6	0.5	1	0	-5
Cc1ccnc(NS(=O)(=O)c2ccc(NC(=O)/C=C/c3cccs3)cc2)n1	0.2	0	-4	9	0.1	0.4	-3	-2	2
New compounds follow.
SMILES	OXTR ag	GPR7 antagonist	M1 PAM parental	CHO-K1 Ca antag	CHO-K1 Ca ag	V1R ag counter	TAAR1 antagonist	CHO parental Ca	OXTR potentiator
O=C(NCCN1CCOCC1)c1sc2ccccc2c1Cl	-1.2	-6	-5	8	6.3	0.1	9	-20	-24
COc1ccccc1CNC(=O)CCc1nnc2ccc(NCCCN3CCCC3=O)nn12	0.7	-4	22	1	4.1	-0.2	-35	-2	2
O=C(Nc1ccc(F)cc1F)c1cc(Cl)sc1Cl	-2.8	-1	-4	2	-0.9	-1.5	-7	-22	-5
CCCCNC(=O)c1ccc(NC(=O)C2CCCO2)cc1 (stereo not drawn)	-1.0	2	10	-6	0.7	0.2	-13	5	-15
CCOC(=O)C1C(=O)OC(C)(C)C1C(C)C(=O)c1ccc(C)cc1C (stereo not drawn)	-2.1	-6	13	-16	1.7	-0.2	11	-22	0
CC(C)NC(=O)CN1C(=O)NC(CCc2ccccc2)C1=O (stereo not drawn)	1.0	-5	-1	-9	-0.1	-0.2	-6	-10	-2
O=[N+]([O-])c1cncc([N+](=O)[O-])c1Nc1cccc(O)c1	0.2	10	3	-3	0.4	2.4	-8	-6	-5
COC(=O)c1sc(C(F)(F)F)c(-c2ccccc2)c1S(=O)(=O)N1CCOCC1	.	.	10	1	1.5	.	-7	.	.
COc1cccc2c1nc(C)c1cc(C)oc12	-1.8	-7	15	-8	1.5	0.1	-1	-29	-8
Cn1c(=O)cc(OCCCC(=O)N2CCCCC2)c2ccccc21	-0.6	-3	-7	8	0.7	-0.3	-2	-14	-1
COc1ccc(S(=O)(=O)N2CCOC2CNC(=O)C(=O)NCCc2ccccc2)cc1 (stereo not drawn)	2.4	-10	11	-1	0.9	3.3	-6	4	-4
Clc1ccc(-c2nc(Cc3ccccc3)no2)cc1	-1.4	6	5	-1	0.1	-0.2	22	-21	-2
CC(=O)C[C@@H](O)CC(=O)[C@H]1OC(=O)CCCCCCc2ccccc21	3.8	.	-14	-2	0.5	0.2	6	-8	-2
Oc1c(Br)cc(Br)cc1CNn1cnnc1	-0.4	-6	6	3	-0.6	-0.5	8	-10	-13
C/C(N)=C(/C#N)C(=O)COC(=O)CNS(=O)(=O)c1ccc2ccccc2c1	0.3	5	7	11	13	0.5	-2	21	-2
O=[N+]([O-])c1ccc(COc2cccc(CNc3ccc(F)cc3)c2)cc1	-3.5	11	18	-3	3.1	-1.5	16	-15	-9
CCN=c1sc2ccccc2n1CC(O)COc1ccccc1 (stereo not drawn)	-0.4	-11	17	-19	1.2	0.3	22	-6	-1
c1ccc(-c2nccc(-c3ccc(-n4cnc5ccccc54)cc3)n2)cc1	-0.4	-6	-7	22	0.3	0.8	10	-19	-5
COc1ccc(NS(=O)(=O)c2cccc(C(=O)N/N=C(/C)c3ccc(-n4ccnc4)cc3)c2)cc1	.	.	-6	4	-0.5	.	17	.	.
COCCn1c(SCC(=O)Nc2ccccc2C(F)(F)F)nc2ccccc2c1=O	-1.2	10	-3	2	0.6	0.0	-10	-13	-3
CCOc1ccccc1C(=O)N[C@H](C(=O)NCc1ccccc1)C(C)C	-2.2	-8	22	-9	0.5	-1.7	-10	-4	-7
Cc1cc(C)cc(-n2c(C)nc3cc(C(=O)O)ccc32)c1	0.1	-13	12	-7	1.1	-0.5	-10	-2	-7
CCOc1ccccc1NC(=O)CSc1nnc(-c2ccccc2Cl)n1Cc1ccco1	-0.4	16	19	-5	-0.1	-0.6	-24	-1	-1
CCOC(=O)N1CCN(C(=O)c2ccc3c(c2)N(Cc2cc(C)ccc2C)C(=O)c2ccccc2S3=O)CC1 (stereo not drawn)	0.2	6	4	-25	0.7	0.9	2	-28	-6
COc1ccc(Cl)cc1NC(=O)CN(C)CC(=O)Nc1ccc(Br)cc1	-0.3	5	10	-1	1.2	0.2	-11	-10	-10

Looked up one by one from the list above:
SMILES	OXTR ag	GPR7 antagonist	M1 PAM parental	CHO-K1 Ca antag	CHO-K1 Ca ag	V1R ag counter	TAAR1 antagonist	CHO parental Ca	OXTR potentiator
Cn1c(=O)cc(SCC(=O)NCC2CCCO2)c2ccccc21 (stereo not drawn)	1.9	-18	8	-11	0.6	-0.2	-1	-5	-14
CCOc1ccccc1NC(=O)CSc1nnc(-c2ccccc2Cl)n1Cc1ccco1	-0.4	16	19	-5	-0.1	-0.6	-24	-1	-1

Next results follow.
SMILES	OXTR ag	GPR7 antagonist	M1 PAM parental	CHO-K1 Ca antag	CHO-K1 Ca ag	V1R ag counter	TAAR1 antagonist	CHO parental Ca	OXTR potentiator
CC1(C(=O)NS(=O)(=O)c2cccc(Cl)c2)CCN1C(=O)COc1ccc(Cl)cc1 (stereo not drawn)	.	.	-5	-4	-0.1	.	-23	.	.
Clc1ccc(Cn2c(/C=C/c3ccco3)nc3ccccc32)cc1	-1.9	-1	23	-12	2.0	0.4	-12	-23	-4
COC(=O)c1ccc2c(c1)S(=O)(=O)NC(=NCc1ccco1)S2	0.8	4	11	-4	0.9	0.8	29	-3	-15
N#Cc1c(OCC(=O)c2ccccc2)nc2c(c1-c1ccco1)CCc1ccccc1-2	0.5	-12	0	9	0.0	1.4	2	1	-5
CCOC(=O)C1=C(C)Nc2nc(SCC)[nH]c(=O)c2C1c1ccncc1 (stereo not drawn)	0.2	-16	-2	19	-0.1	0.6	1	-13	-14
NC(CSS(=O)(=O)O)=NCCC12CC3CC(CC(O)(C3)C1)C2	-1.4	4	12	-11	0.6	-0.4	0	6	-8
CCn1c(SCC(=O)Nc2cc(C)on2)nnc1-c1ccc(OC)cc1	-1.6	-11	19	-10	0.2	10	-17	-10	2
O=C(Nc1ccc(NC(=O)c2cccs2)c(Cl)c1)c1ccco1	-0.4	5	-8	4	0.0	-0.8	15	-11	0
CCNC(=S)NCc1ccc2[nH]c(C)cc2c1	-0.6	4	0	3	-0.2	-0.6	-14	8	1
COc1ccccc1CNC(=O)COC(=O)c1cccc(S(=O)(=O)N2CCCCC2)c1	-1.0	-15	0	10	0.1	0.7	7	-11	-4
CN(c1ccccc1)S(=O)(=O)c1cc(C(=O)OCC(=O)N2CCN(C(=O)c3ccco3)CC2)ccc1Cl	-1.7	-14	6	-19	6.4	2.4	-19	-14	-9
CCN(C(=O)COC(=O)c1nc2nc(C)cc(C)n2n1)C1CCS(=O)(=O)C1 (stereo not drawn)	-0.3	-24	10	6	11	-0.2	-28	2	5
